UHRF1 MBD2 ctr: UHRF1 methylated DNA binding inhibitors, primary screen, counter-screen for MBD2 inhibitor project, biochemical, TR-FRET, human UHRF1, single concentration. E3 ubiquitin-protein ligase UHRF1 (Homo sapiens), Q96T88. UHRF1 binding to methylated oligo. inhibition, % at 4.4 µM. 370,000 tested, 0.75% active. AID 687016, 2013; in the data active means inhibition above about 21%;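 further: UHRF1 SRA domain binding a hemimethylated CpG hairpin DNA probe; 0% = median of test compound wells and 100% = reference inhibitor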
Target sequence (Q96T88 whole entry, looked up, the tested form may be a part): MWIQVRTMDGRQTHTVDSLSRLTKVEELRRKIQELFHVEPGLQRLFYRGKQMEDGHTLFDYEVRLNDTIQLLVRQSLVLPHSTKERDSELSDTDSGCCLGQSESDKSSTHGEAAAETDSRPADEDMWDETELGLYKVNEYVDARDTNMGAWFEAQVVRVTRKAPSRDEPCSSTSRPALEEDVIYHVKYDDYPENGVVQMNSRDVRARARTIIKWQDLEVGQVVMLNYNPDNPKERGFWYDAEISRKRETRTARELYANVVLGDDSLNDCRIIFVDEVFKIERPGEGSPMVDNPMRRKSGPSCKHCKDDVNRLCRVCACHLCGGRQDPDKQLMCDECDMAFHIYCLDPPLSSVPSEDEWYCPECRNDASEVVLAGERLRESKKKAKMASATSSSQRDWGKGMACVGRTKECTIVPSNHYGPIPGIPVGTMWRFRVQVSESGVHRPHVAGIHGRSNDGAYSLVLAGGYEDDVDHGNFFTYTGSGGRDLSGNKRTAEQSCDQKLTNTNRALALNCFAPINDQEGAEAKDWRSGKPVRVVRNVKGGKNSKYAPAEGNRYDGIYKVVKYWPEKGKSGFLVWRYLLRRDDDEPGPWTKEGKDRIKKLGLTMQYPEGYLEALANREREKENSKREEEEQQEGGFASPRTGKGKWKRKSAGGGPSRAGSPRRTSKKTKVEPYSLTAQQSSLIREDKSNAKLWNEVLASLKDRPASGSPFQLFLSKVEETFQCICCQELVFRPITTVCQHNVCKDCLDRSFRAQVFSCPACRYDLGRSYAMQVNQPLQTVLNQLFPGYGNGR
SIAE inh: human SIAE inhibitors, primary screen, biochemical, fluorescence polarization, FP-Rh probe, 1536-well HTS. inhibition, % at 9.66 µM. SIAE FP-Rh probe binding. 370,000 tested, 0.69% active;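 active means inhibition above a cutoff: mean of compounds within the control limits plus 3 SD of those, cut at about 17% in these data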;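 further: 0% = plate median of compound wells and 100% = probe without SIAE protein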
TCR-CD3 inh: inhibitors of human TCR-CD3 interaction, primary screen, biochemical, fluorescence, TAMRA-labeled TCR probe | T-cell receptor (TCR) | inhibition, % at 9.4 µM | 360,000 tested, 0.37% active | AID 651800, 2012; in the data active means inhibition above about 19%;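 further: recombinant mutant TCR 2C K166C tagged with TAMRA read by polarization; 0% = receptor in buffer alone and 100% = receptor with positive control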
LEDGF integ inh: blockers of LEDGF/p75-dependent integrase strand transfer – biochemical, TR-FRET, high throughput, primary screen; HIV-1 integrase (with human LEDGF/p75); TR-FRET IN-LEDGF/p75 DNA integration, Eu/Cy5; inhibition, % at 3.7 µM; 370,000 tested, 0.64% active;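 active means inhibition above the screen-wide mean plus 3 SD, cut at about 13% in these data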;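 further: signal is the Cy5 over europium emission ratio at 671 and 618 nm; 0% = plate median of compound wells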
TDP2 absorb: human TDP2 enzyme inhibitors, primary screen, biochemical, epi absorbance, recombinant enzyme | Tyrosyl-DNA phosphodiesterase 2 (Homo sapiens), O95551 | T5PNP hydrolysis, p-nitrophenol absorbance 415 nm | inhibition, % at 12.8 µM | 370,000 tested, 0.34% active;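 active means inhibition above the mean of all tested compounds plus 3 SD, set per campaign, cut at about 25% in these data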;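 further: 0% = DMSO with enzyme and 100% = buffer with substrate but no TDP2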
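Incubation: 2 h at 37 °C; Test system: recombinant human TDP2; Quantity: enzyme 120 nM; Read-out basis: percent inhibition; Medium: 50 mM Tris-HCl pH 7.5 with Mg2+, KCl, DTT, BSA; Repeats: single replicate; Compound: 12.8 µM single point, 1% DMSO; Signal: epi absorbance; Reagent: 5 mM T5PNP chromogenic substrate; Benchmarks: no-enzyme high, DMSO-plus-enzyme low.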
PRMT1 inh: PRMT1 methyltransferase inhibitors, primary screen, biochemical, fluorescence polarization. Protein arginine N-methyltransferase 1 (Homo sapiens), Q99873. recombinant PRMT1, activity-based probe fluorescence polarization. inhibition, % at 2.79 µM. 370,000 tested, 1.3% active;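 active means inhibition above about 21% made by adding two undisclosed values, limit read from the data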
DDE Tn7 FP inh: inhibitors of Tn7 peptide binding to fibrin DD(E), primary screen, biochemical, fluorescence polarization, human fibrin, Tn7 probe | Fibrinogen beta chain (Homo sapiens), P02675 | FP displacement of FITC-Tn7 peptide from fibrin DD(E); 0% = median of compound wells per plate | inhibition, % at 8.3 µM | 370,000 tested, 0.13% active;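 active means inhibition above the mean of compounds falling within the control limits plus 3 SD of them, cut at about 14% in these data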;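 further: 0% = plate median of compound wells and 100% = 10 µM Aha-Tn7 peptide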
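Assay system: Human fibrin DD(E) protein | Medium: Tris buffer with calcium and detergent, pH 7.8 | Reagent: 0.1 µM fluorescent Tn7 | Compound dosing: Single point at 8.3 µM | Times: 10 min preincubation, 3 h with tracer, room temperature | Detection: Fluorescence polarization of the labelled Tn7 tracer | Controls: Aha-Tn7 high control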
Tn6 DDE FP: inhibitors of Tn6 peptide binding to fibrin DD(E), primary screen, biochemical, fluorescence polarization, human fibrin, Tn6 probe; inhibition, % at 8.3 µM; Fibrin DD(E) TRITC-Tn6 fluorescence polarization displacement; 370,000 tested, 0.21% active;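 active means inhibition above a per-campaign cutoff: mean of compounds within control limits plus 3 SD, cut at about 15% in these data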;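 further: 0% = median of all compound wells on the plate and 100% = blocking peptide control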
MBD2 DNA inh: inhibitors of MBD2 binding to methylated DNA, primary screen, biochemical, TR-FRET, DNA-binding domain, human; inhibition, % at 4.4 µM; MBD2 binding to methylated oligonucleotide; 370,000 tested, 0.31% active; Methyl-CpG-binding domain protein 2 (Homo sapiens), Q9UBB5; in the data active means inhibition above about 13%
KLK7 zymogen act: proKLK7 zymogen activators, primary screen, biochemical, fluorescence intensity. activation, % at 7 µM. AID 652039, 2013. Kallikrein-7 (Homo sapiens), P49862. purified proKLK7, EDANS-DABCYL substrate fluorescence; 100% is mature enzyme control, 0% vehicle. 370,000 tested, 0.9% active;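 active means activation above the mean of all tested compounds plus 3 SD, computed per campaign excluding outliers beyond control limits, cut at about 13% in these data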
Target sequence (P49862 whole entry, looked up): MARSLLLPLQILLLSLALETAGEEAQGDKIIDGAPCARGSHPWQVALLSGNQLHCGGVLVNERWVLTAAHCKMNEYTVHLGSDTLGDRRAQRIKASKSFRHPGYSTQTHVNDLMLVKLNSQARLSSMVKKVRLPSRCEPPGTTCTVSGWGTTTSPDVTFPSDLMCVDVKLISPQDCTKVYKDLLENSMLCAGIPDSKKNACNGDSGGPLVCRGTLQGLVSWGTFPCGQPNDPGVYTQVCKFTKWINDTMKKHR
Numbers without * were called inactive; & = joins results of further samples.

SMILES	UHRF1 MBD2 ctr	SIAE inh	TCR-CD3 inh	LEDGF integ inh	TDP2 absorb	PRMT1 inh	DDE Tn7 FP inh	Tn6 DDE FP	MBD2 DNA inh	KLK7 zymogen act
Cc1ccc(NC(=O)CSc2nnc(-c3ccccc3C)o2)cc1C	2	0	5	-1	-14	2	9	1	-7	-0.5
Cn1ccnc1SCC(=O)Nc1ccc2c(c1)OCO2	4	3	-2	5	6	1	0	-5	0	0.4
Cc1ccc(NC(=O)COC(=O)c2ccnn2C)cc1	-5	3	7	-2	-6	0	8	7	-5	0.6
CCCC1NC(=S)N(C2CCCCC2)C1=O (stereo not drawn)	5	-1	1	0	1	0	2	6	-2	-0.6
CCOc1cc(N2CCOCC2)c(OCC)cc1NC(C)C(=O)N1CCN(CC)CC1 (stereo not drawn)	91*	27*	31*	63*	45*	15	2	8	51*	0.5
Cc1ccc(OCC(=O)N/N=C\c2cccs2)c([N+](=O)[O-])c1	1	2	-4	0	-1	1	3	0	1	0.4
COC(=O)c1ccc(CN2[C@H](C(=O)OC)C[C@@]3(O)[C@@H](O)[C@@H](O)[C@@H](O)C[C@@H]23)cc1	0	3	-1	-1	19	-1	4	-2	4	0.4
O=C(c1ccc(F)cc1)C1CCN(C(=O)Nc2ccccc2Cl)CC1	1	-1	-2	-8	-6	2	0	1	2	1.2
COc1ccccc1Nc1nn2c(=O)c3ccc(C(=O)N4CCC(C)CC4)cc3nc2s1	1	-21	-3	-4	-3	7	1	-2	3	0.2
Cc1nc2ccc([N+](=O)[O-])cc2s1	-1	7	0	-2	6	-1	-8	-8	-3	0.2

Shown as a hit in TDP2 absorb, among the entries above:
Structure,SIAE inh,TCR-CD3 inh,LEDGF integ inh,TDP2 absorb,PRMT1 inh,DDE Tn7 FP inh,Tn6 DDE FP,MBD2 DNA inh,KLK7 zymogen act
CCOc1cc(N2CCOCC2)c(OCC)cc1NC(C)C(=O)N1CCN(CC)CC1 (stereo not drawn),27*,31*,63*,45*,15,2,8,51*,0.5

(more compounds)
SMILES	UHRF1 MBD2 ctr	SIAE inh	TCR-CD3 inh	LEDGF integ inh	TDP2 absorb	PRMT1 inh	DDE Tn7 FP inh	Tn6 DDE FP	MBD2 DNA inh	KLK7 zymogen act
CC(C)C[C@H](NC(=O)N1CCn2c1nc1ccccc12)C(=O)N1CCCCC1	3	-7	-6	-3	-7	1	-6	-1	5	-0.4
COc1ccc(CNC(=O)CNC(C)c2ccc(F)cc2)cc1 (stereo not drawn)	1	-1	5	-3	15	-2	-3	-6	-1	-0.1
Cc1ccccc1Nc1nc(N)nc(C)c1Br	0	-2	-4	0	5	-2	0	2	7	-0.3
CC(=O)Nc1ccc(NC(=O)C(C)OC(=O)c2ccccc2NS(=O)(=O)c2cccs2)cc1 (stereo not drawn)	0	-1	-4	-5	10	0	4	-8	1	0.2
COc1ccc(C2SCCN2C(=S)Nc2ccc(Cl)cc2)cc1 (stereo not drawn)	2	-3	-2	1	-2	66*	-2	-11	3	-0.1
Cc1cc(C(=O)N/N=C/c2cccc([N+](=O)[O-])c2)c(C)n1-c1ccccc1	-7	8	3	1	7	3	-6	0	-5	0.3
Cc1nn(CCc2n[nH]c(=S)n2C2CCCCC2)c(C)c1Br	0	1	1	0	-8	4	-2	-7	-3	0.6
Nc1cccc(P(=O)(c2ccccc2)c2ccccc2)c1	-2	5	6	0	8	-4	-1	0	0	0.1
NC1=NC(c2ccccc2Cl)n2c(nc3ccccc32)N1 (stereo not drawn)	0	8	4	-5	6	1	3	3	0	0.2
NS(=O)(=O)c1ccc(CCNC(=O)COC(=O)/C=C/c2ccc(Cl)cc2)cc1	-1	1	-8	-2	-4	5	-2	2	7	1.2
O=C(COc1ccc(Cl)cc1)NC1CCSC1=O (stereo not drawn)	2	-5	-3	-2	-2	5	2	-5	2	-0.8
O=C(CSc1nc2c(cnn2-c2cccc(Cl)c2)c(=O)[nH]1)NCCC1=CCCCC1	1	-6	6	1	-2	3	-9	0	-1	0.7
O=S(=O)(Nc1ccccn1)c1ccc(-n2cccn2)cc1	-3	-2	11	2	2	-1	-3	12	0	1.0
Cc1ccc(CSc2ccc(S(=O)(=O)N3CCCC3)cn2)cc1	-2	-1	4	0	-12	0	1	-6	-6	-0.2
COCCN(Cc1cn(C)nc1-c1ccc(Oc2ccccc2)cc1)C(C)C	0	3	4	4	18	-5	-1	-3	-1	0.2
CC(C)(C)n1nc2c(c1NC(=O)COc1ccc3ccccc3c1)CS(=O)(=O)C2	-3	1	6	-2	-11	2	2	2	-10	0.5
O=c1oc2ccccc2nc1/C=C(O)/C=C/c1ccc(F)cc1	-6	0	1	3	-4	5	-7	-8	0	0.0
CN(C)S(=O)(=O)c1ccc(NC(=S)NC(=O)C2CCC2)cc1	2	-4	-4	-4	-22	8	0	-9	6	-0.3
Cc1cc(OCC(O)CN2CCN(C)CC2)ccc1C(C)C (stereo not drawn)	-1&-1	7&-1	-2&2	0&0	5&-9	-1&-1	-1&4	6&5	1&3	-0.7&0.6
Cc1cccc(-c2n[nH]c(=S)n2/N=C/C=C/c2ccco2)c1	26*	5	14	29*	-7	46*	3	-9	11	-1.1
Cc1ccc(-c2[nH]ncc2/C=N/n2c(COc3ccccc3)nc3ccccc3c2=O)cc1	-1	-17	3	0	10	2	-1	-6	-6	0.7
COc1ccccc1CNC(=O)C(=O)c1cn(CC(=O)N2CCOCC2)c2ccccc12	7	0	9	-5	-25	6	-1	2	0	0.7
O=C(O)Cn1nc(-c2ccccc2)ccc1=O	-1	-7	-3	6	-15	-7	-8	2	-2	-0.5
Cc1cccc(C(=O)O/N=C(/c2ccccc2)c2ccncc2)c1	3	-1	-2	-9	-16	6	4	1	-1	0.5
Cc1ccc(OCCC(=O)OCC(=O)N2CCN(S(=O)(=O)c3ccc(Cl)cc3)CC2)cc1	3	4	-4	-3	-3	1	15*	0	1	-0.2
CS(=O)(=O)c1ccc([C@@H](O)[C@@H](CF)NC(=O)C(Cl)Cl)cc1	1	0	2	-2	-8	-1	-3	-1	6	-0.3
O=C(Nc1cc(Cl)cc(Cl)c1)C(NCC1CCCO1)c1ccccc1 (stereo not drawn)	0	-3	8	-2	3	-2	1	0	-4	0.2
COC(=O)C1C(=O)NC(SC)=C(C#N)C1c1ccccc1F (stereo not drawn)	-4	10	1	2	4	-2	-6	-4	1	0.3
N#C/C(=C\c1ccc(F)cc1)C(=O)NC1CCS(=O)(=O)C1 (stereo not drawn)	-2	10	5	-2	9	-1	0	6	2	-0.1
O=C(Cn1nc(C(F)(F)F)c2c1CCCC2)NCCN1CCOCC1	1	1	11	0	2	0	-5	3	-4	0.0
CCN(C(=O)c1cc2c(=O)n3cccc(C)c3nc2s1)C1CCCCC1	-1	5	2	5	7	-5	-4	5	-2	-0.5
Cc1cccn2c(CNCCSc3nccn3C)c(C(=O)N3CCCCC3)nc12	0	-8	8	-3	-2	1	-6	2	-3	0.0
O=C1NC2CCCCC2C(=O)N1OS(=O)(=O)c1ccccc1 (stereo not drawn)	14	-2	7	-2	-5	-1	0	8	4	-0.7
O=C(Nc1ccc(OC(F)(F)F)cc1)N1CCc2nc(NCc3cccc(Oc4ccccc4)c3)ncc2C1	1	-48	3	-2	0	-2	0	-2	-3	-2.2
C=CCn1c(SCc2ccccc2)nc2scc(-c3ccc(C)o3)c2c1=O	-1	-4	4	-5	-6	5	3	-1	7	0.3
CCCn1c(N2CCN(C(=O)Nc3ccc(Cl)cc3)CC2)nc2ccccc21	1	-2	-3	-7	-14	1	6	6	3	0.6
COc1ccc(NC(=O)c2nn(C34CC5CC(CC(C5)C3)C4)cc2[N+](=O)[O-])cc1	0	5	1	0	4	-1	-5	-2	-1	-0.1
COc1ccc(Br)cc1CN(C)CC(=O)Nc1cc(Cl)cc(Cl)c1	8	-11	-2	-1	5	0	6	-1	5	0.4
O=C(c1cccc(Cl)c1)N1CCN(c2ccc(N3CCOCC3)nn2)CC1	1	1	2	4	4	0	-5	-8	-1	3.4
O=C(COC(=O)C1CCN(S(=O)(=O)c2cccs2)CC1)c1ccccc1	0	-4	3	-4	-5	4	3	3	9	-0.4

Ten compounds from above, arranged by SMILES length, descending.
SMILES	UHRF1 MBD2 ctr	SIAE inh	TCR-CD3 inh	LEDGF integ inh	TDP2 absorb	PRMT1 inh	DDE Tn7 FP inh	Tn6 DDE FP	MBD2 DNA inh	KLK7 zymogen act
O=C(Nc1ccc(OC(F)(F)F)cc1)N1CCc2nc(NCc3cccc(Oc4ccccc4)c3)ncc2C1	1	-48	3	-2	0	-2	0	-2	-3	-2.2
COc1ccc(NC(=O)c2nn(C34CC5CC(CC(C5)C3)C4)cc2[N+](=O)[O-])cc1	0	5	1	0	4	-1	-5	-2	-1	-0.1
Cc1ccc(OCCC(=O)OCC(=O)N2CCN(S(=O)(=O)c3ccc(Cl)cc3)CC2)cc1	3	4	-4	-3	-3	1	15*	0	1	-0.2
CS(=O)(=O)c1ccc([C@@H](O)[C@@H](CF)NC(=O)C(Cl)Cl)cc1	1	0	2	-2	-8	-1	-3	-1	6	-0.3
CCCn1c(N2CCN(C(=O)Nc3ccc(Cl)cc3)CC2)nc2ccccc21	1	-2	-3	-7	-14	1	6	6	3	0.6
O=C(c1cccc(Cl)c1)N1CCN(c2ccc(N3CCOCC3)nn2)CC1	1	1	2	4	4	0	-5	-8	-1	3.4
Cc1cccn2c(CNCCSc3nccn3C)c(C(=O)N3CCCCC3)nc12	0	-8	8	-3	-2	1	-6	2	-3	0.0
N#C/C(=C\c1ccc(F)cc1)C(=O)NC1CCS(=O)(=O)C1 (stereo not drawn)	-2	10	5	-2	9	-1	0	6	2	-0.1
O=C(Cn1nc(C(F)(F)F)c2c1CCCC2)NCCN1CCOCC1	1	1	11	0	2	0	-5	3	-4	0.0
COC(=O)C1C(=O)NC(SC)=C(C#N)C1c1ccccc1F (stereo not drawn)	-4	10	1	2	4	-2	-6	-4	1	0.3
